High-throughput results: PubChem, Broad Institute
PfHsp90 yeast 2: reduces growth (ATP signal) of yeast expressing P. falciparum Hsp90; S. cerevisiae expressing PfHsp90, BacTiter-Glo ATP, 48 h; yeast lacking PDR1 and PDR3 efflux regulators; inhibition, % at 9.4 µM; actives 0.32% (n = 310,000);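 active means every replicate shows inhibition above about 80%, whatever the replicate mean, limit read from the data; inconclusive means mean inhibition reaches the set limit but some replicate falls short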;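 further: 0% = DMSO neutral controls and 100% = 20 µM radicicol positive controls; yeast relying on Plasmodium falciparum Hsp90 in place of its own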
PvdQ inh: blocks Pseudomonas aeruginosa PvdQ acylase activity | actives 0.063% (n = 340,000) | AID 488965 | purified PvdQ acylase, fluorescence plate reader | inhibition, % at 10 µM; in the data active means inhibition above about 30%, passing the limit was not always enough; inconclusive means no clear call, values can overlap the other calls;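 further: 0% = vehicle neutral wells and 100% = reference inhibitor wells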
SR-BI HDL uptake: mouse SR-BI HDL lipid transfer inhibition; Q61009; ldlA[mSR-BI] CHO cells, DiI-HDL uptake fluorescence, 3 h; inhibition, % at 12.5 µM; actives 0.96% (n = 320,000); AID 488896;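 active means mean replicate inhibition of at least 70% and a set share of replicates each scoring 70 or more; inconclusive means meets just one of the two criteria; inactive means fails both criteria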;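 further: 0% = median of neutral control wells and 100% = median of positive control wells; values of inactives mirror those of a sister screen read the other way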
NSD2 HMT inh: inhibitors of human histone methyltransferase NSD2. AID 743445. inhibition, % at 12.5 µM. actives 0.54% (n = 310,000). NSD2 peptide methylation, AlphaScreen, 120 min. O96028; in the data active means inhibition above about 50%
Target sequence (O96028 whole entry, looked up): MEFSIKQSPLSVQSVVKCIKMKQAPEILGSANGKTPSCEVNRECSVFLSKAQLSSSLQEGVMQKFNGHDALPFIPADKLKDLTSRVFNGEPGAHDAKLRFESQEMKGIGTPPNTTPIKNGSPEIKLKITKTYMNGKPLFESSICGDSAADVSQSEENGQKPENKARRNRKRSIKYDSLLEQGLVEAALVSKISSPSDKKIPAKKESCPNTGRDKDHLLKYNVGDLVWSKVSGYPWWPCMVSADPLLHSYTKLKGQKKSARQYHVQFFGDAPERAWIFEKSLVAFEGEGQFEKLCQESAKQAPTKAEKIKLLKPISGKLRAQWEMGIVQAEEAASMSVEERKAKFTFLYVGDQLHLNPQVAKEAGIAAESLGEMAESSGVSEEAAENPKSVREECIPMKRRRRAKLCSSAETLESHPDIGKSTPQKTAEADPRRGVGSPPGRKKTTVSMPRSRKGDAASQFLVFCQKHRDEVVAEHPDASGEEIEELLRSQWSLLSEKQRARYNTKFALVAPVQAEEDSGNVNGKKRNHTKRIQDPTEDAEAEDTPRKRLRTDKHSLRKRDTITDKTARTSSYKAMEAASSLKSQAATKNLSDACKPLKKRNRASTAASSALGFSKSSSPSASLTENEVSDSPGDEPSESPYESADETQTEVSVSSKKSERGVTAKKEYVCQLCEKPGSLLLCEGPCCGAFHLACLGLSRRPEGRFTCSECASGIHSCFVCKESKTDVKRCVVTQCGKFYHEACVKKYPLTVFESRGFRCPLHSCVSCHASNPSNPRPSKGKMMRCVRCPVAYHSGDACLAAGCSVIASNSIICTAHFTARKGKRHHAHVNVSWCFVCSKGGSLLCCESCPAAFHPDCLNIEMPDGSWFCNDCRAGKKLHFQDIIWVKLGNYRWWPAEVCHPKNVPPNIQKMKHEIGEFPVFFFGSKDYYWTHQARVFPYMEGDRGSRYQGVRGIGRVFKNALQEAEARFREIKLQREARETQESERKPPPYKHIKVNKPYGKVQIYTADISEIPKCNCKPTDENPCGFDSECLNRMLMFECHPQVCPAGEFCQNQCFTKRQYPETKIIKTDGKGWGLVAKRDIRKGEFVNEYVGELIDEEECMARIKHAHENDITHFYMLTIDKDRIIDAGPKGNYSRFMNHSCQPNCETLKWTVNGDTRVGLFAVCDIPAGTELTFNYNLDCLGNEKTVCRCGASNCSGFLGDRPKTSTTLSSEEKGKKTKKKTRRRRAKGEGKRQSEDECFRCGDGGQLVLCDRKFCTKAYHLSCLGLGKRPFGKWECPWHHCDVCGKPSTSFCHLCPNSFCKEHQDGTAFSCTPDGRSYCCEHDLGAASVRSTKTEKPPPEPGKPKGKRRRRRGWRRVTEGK
SR-BI DiI-HDL act: SR-BI HDL lipid transfer activation. CHO ldlA[mSR-BI] cells, DiI-HDL uptake fluorescence, 3 h; 100 = double the neutral-control signal. activation, % at 12.5 µM. actives 0.096% (n = 320,000). AID 504775;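 active means mean replicate activation of at least 60% and every replicate at or above 60%; inconclusive means mean or all-replicate condition met, but not both; inactive means mean below 60% and not all replicates reaching 60%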;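 further: 0% = median plate neutral-control signal and 100% = twice that signal; values of inactives mirror those of a sister screen read the other way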
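Assay system: LDL receptor-deficient CHO ldlA cells overexpressing murine SR-BI / Medium: BSA-supplemented, HEPES-buffered Ham's F12, pH 7.4 / Probe or stimulus: DiI-labelled HDL at 10 µg/mL final / Timing: compound with DiI-HDL co-incubation, 3 h at 37 °C / Technique: bottom-read cell fluorescence after medium removal, ex 550/em 595 nm / Measure: HDL uptake via cellular fluorescence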
CAL PDZ FP-1: blocks peptide binding to human CAL PDZ domain | inhibition, % at 20 µM | actives 0.02% (n = 330,000) | AID 504414 | purified CAL PDZ, TMR-peptide fluorescence polarization, 1 h;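 active means highest replicate inhibition of at least 40%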;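 further: plate controls were DMSO neutral control wells for no effect and unlabeled competitor peptide control wells for full effect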
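Test system: tagged CAL PDZ domain / Buffer or medium: sodium phosphate/NaCl buffer pH 7.4 with TCEP, IgG, Thesit / Reagent: TMR-labelled reporter peptide T*-PRC34 bound in PDZ groove / Compound dosing: single point, 20 µM / Schedule: 1 h incubation at room temperature before polarization reading / Technique: fluorescence polarization (mP) / Benchmarks: unlabelled peptide, DMSO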
dFosB activator: mouse delta FosB homodimer activation; AID 493131; P13346; purified delta FosB, TAMRA-CDK5 oligo fluorescence polarization; percent of positive-control signal above neutral wells; activation, % at 25 µM; actives 0.99% (n = 340,000);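 active means mean activation above about 17%, with every replicate also reaching it, limit read from the data, passing the limit was not always enough; inconclusive means only one of the two conditions met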;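 further: fluorescence polarization rise as delta FosB binds a TAMRA Cdk5 AP-1 oligo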
CAL PDZ FP-2: blocks peptide binding to the human CAL PDZ domain; Q9HD26; purified CAL PDZ, TMR-peptide fluorescence polarization, 1 h; inhibition, % at 24.9 µM; actives 0.92% (n = 300,000); AID 602252;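 active means mean inhibition of at least 30% with at least half of replicates also reaching 30%; inconclusive means no clear call, values can overlap the other calls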;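 further: 0% = DMSO neutral control and 100% = excess unlabeled competitor peptide PRC23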
Rtt109 Vps75: blocks Candida albicans Rtt109/Vps75 acetyltransferase activity; Q5AAJ8; purified Rtt109/Vps75, ThioGlo CoA-SH fluorescence, 4 h; inhibition, % at 34.9 µM; actives 0.16% (n = 330,000); AID 540336;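 active means inhibition of at least 50% in every replicate; inconclusive means best replicate reaches 50% inhibition but some replicates fall short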
MITF act: increases MITF-driven TRPM1 promoter luciferase signal | activation, % at 12.5 µM | SK-MEL-5 TRPM1-promoter luciferase, 24 h; % of positive control, neutral wells = 0 | actives 0.75% (n = 300,000);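 active means mean activation of at least 80% with every replicate also reaching 80%; inconclusive means mean reaches 80% but some replicate falls short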;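 further: 0% = neutral control wells and 100% = parthenolide positive control wells; values of inactives mirror those of a sister screen read the other way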
Starred values were filed as active, the others as inactive; ? = inconclusive; nt = no result given. Compounds as they come, and some 4.3% of all compounds hit somewhere here.

SMILES	PfHsp90 yeast 2	PvdQ inh	SR-BI HDL uptake	NSD2 HMT inh	SR-BI DiI-HDL act	CAL PDZ FP-1	dFosB activator	CAL PDZ FP-2	Rtt109 Vps75	MITF act
CCOc1ccc(S(=O)(=O)N2CCOCC2)c2ccccc12	-6	-3	10	-3	-10	0.0	-6	-5	-1	nt
Cc1ccc(S(=O)(=O)N2CCCN(C(=O)OC(C)(C)C)CC2)cc1	7	-8	-8	0	8	-0.2	-3	nt	0	1
CC(C)(CNC(=S)NCCc1ccccc1)CNC(=S)NCCc1ccccc1	-16	3	55	0	-55	-2.3	6	-3	12	-4
CCCOC(=O)c1ccc(NC(=O)c2ccc(Br)o2)cc1	-10	11	41	-1	-41	-2.2	-5	-1	-16	47
NC(=O)c1csc(-c2ccncc2)n1	nt	-13	-16	2	16	-0.5	-2	-3	-3	nt
Cc1ccc(NC(=O)CSc2nnc(C3CC3)n2CC2CCCO2)cc1C (stereo unspecified)	38	-6	-5	-1	5	-2.0	-2	-3	-10	7
COc1cc(C)c(CN2CCN(S(=O)(=O)c3ccc(Cl)s3)CC2)cc1OC	27	-12	8	-1	-8	-3.8	-4	-4	-3	13
CC(c1ccccc1)N1C(=O)c2ccc(C(=O)Nc3ccccc3C(=O)O)cc2C1=O (stereo unspecified)	-9	-2	-14	5	14	-4.0	-4	-8	2	-23
N#CC(=C(O)COC(=O)CCCNC(=O)c1ccc(Cl)cc1)c1nc2ccccc2[nH]1	11	-2	7	0	-7	0.7	-5	-4	8	-10
CCOc1ccccc1CNn1nnnc1N	0	-13	23	-1	-23	0.4	0	-4	-6	nt
COc1ccc(-c2nnc(-c3cccnc3)o2)cc1	nt	-6	3	14	-3	nt	-18	9	4	nt
CC1(C)Cc2c(C#N)c(NC3CCCCC3)nc(-c3ccco3)c2CO1	13	-40	nt	nt	nt	0.1	5	-2	-8	-9
CN(C)S(=O)(=O)c1cccc(NC(=O)CC23CC4CC(CC(C4)C2)C3)c1	-13	-7	27	48	-27	-3.2	-10	-2	9	-12
OCCNc1nnc(-c2ccccc2)c(-c2ccccc2)n1	-12	0	5	0	-5	0.2	-9	-1	12	nt
O=C(NCCN1CCOCC1)c1cc2ccccc2o1	nt	-14	-23	-4	23	-1.6	-6	-3	-3	nt
Cc1ccc(NC(=O)/C(=C/c2ccc([N+](=O)[O-])cc2)NC(=O)c2ccccc2)cc1	-18	-12	nt	-1	nt	-3.2	12	0	1	-4
Cc1nn(-c2cccc(C(=O)O)c2)c(C)c1Oc1ccccc1O	-7	-12	-49	0	49	-1.1	-2	-4	-4	-7
CC(CNC(=O)CN1C(=O)NC2(CCCCC2)C1=O)c1ccccc1 (stereo unspecified)	-5	-12	-23	-2	23	-0.2	-12	nt	-10	0
COc1ccc(-c2ccc(OC)cc2)cc1	-15	52*	-2	-1	2	nt	0	-4	-7	?
Cc1c(N2C(=O)CS/C2=N\N=C\c2ccccc2O)c(=O)n(-c2ccccc2)n1C	-4	9	11	6	-11	-3.4	-3	nt	-3	24
COc1cccc2cc(C(=O)C3=C(O)C(=O)N(CCN4CCOCC4)C3c3ccc(C)o3)oc12 (stereo unspecified)	12	-8	-41	2	41	-3.8	-3	0	7	-1
O=C(CCN1CCOCC1)Nc1cc(C(=O)Nc2ccc(Cl)cc2)ccc1N1CC2CC(C1)c1cccc(=O)n1C2 (stereo unspecified)	12	-19	10	-2	-10	-2.8	-7	62*	11	-1
Cc1cccc(CN2CCN(C(=S)Nc3ccccc3)CC2)c1	3	4	-3	2	3	-0.8	1	0	-3	-4
CCOc1cccc(-c2nnc3n2N=C(c2cc(OC)ccc2OC)CS3)c1	-15	-18	25	-3	-25	-2.4	3	2	6	-8
Cc1ccc2cc(C(c3nnnn3Cc3ccccc3)N3CCc4ccccc43)c(=O)[nH]c2c1 (stereo unspecified)	nt	4	-19	-2	19	nt	-14	-11	2	-5
COCCNC(=S)N/N=C(\C)c1cccc(C(F)(F)F)c1	-56	-5	-2	-4	2	-1.7	-1	0	5	5
O=c1oc2ccccc2cc1-c1ccc(O)cc1O	4	-26	-5	1	5	-2.4	-3	-4	-3	11
CCC(Oc1cc(Cl)ccc1Cl)C(=O)NNC(=O)CCC(=O)O (stereo unspecified)	-21	5	-21	-2	21	-0.5	-12	0	-4	1
O=C(Nc1ccc(Br)cc1)C1C2C=CC3(O2)C1C(=O)N(CCN1CCOCC1)C3C(=O)NC1CCCCC1 (stereo unspecified)	22	-9	nt	-1	nt	-0.9	-11	-6	-6	-3
CCOc1ccc(Oc2cc(C)nc(SC)n2)nn1	2	-6	-3	-3	3	nt	-6	0	4	-2
CN(C)S(=O)(=O)c1cccc(COc2ccccc2C(=O)Nc2ccccc2)c1	3	0	35	-2	-35	-3.6	-7	-5	15	-3
CCCc1cc2c(=O)c(-c3cscn3)c(C(=O)OCC)oc2cc1O	-7	-8	-9	1	9	-2.1	-3	3	-4	6
O=C(NC1CCSc2ccccc21)c1ccc(Cl)c(S(=O)(=O)N2CCOCC2)c1 (stereo unspecified)	-17	-9	47	1	-47	-2.0	-7	-3	3	9
CCOc1ccc2nc(N(CCCN(C)C)C(=O)c3ccc4c(c3)CCCC4)sc2c1	6	10	11	11	-11	-3.6	26*	3	13	-4
Cc1ccc(-c2nc3ncccc3o2)cc1NC(=O)C(C)(C)C	14	-5	-18	-1	18	1.0	-5	9	3	nt
COC(=O)c1c(NC(=O)C2CC2)sc(C(=O)Nc2ccccc2)c1C	9	-7	69	-4	-69	-3.3	-9	-1	5	46
COc1ccccc1C(O)P(=O)(OC1CCCCC1)OC1CCCCC1 (stereo unspecified)	3	3	-12	0	12	-0.3	-6	0	1	nt
C=CCNc1oc(/C=C/c2ccccc2)nc1C#N	-13	-27	13	-11	-13	1.7	-2	nt	-254	20
O=C(/N=C1/c2ccccc2CN1c1ccccc1)Nc1ccccc1	27	-3	-11	0	11	-1.4	-2	-4	3	14
COc1ccc(C(=O)Cn2nc(CNc3ccc(Br)cc3)[n+]3c2CCCCC3)cc1	-32	-19	13	10	-13	-0.6	-6	3	35	-23
O=C(NCc1ccco1)C1CCC(N2C(=O)C3C4CCC(C4)C3C2=O)CC1 (stereo unspecified)	10	-25	8	-1	-8	-2.8	1	1	2	4
C[C@H](CO)N1C[C@H](C)[C@@H](CN(C)S(=O)(=O)c2ccc(F)cc2)Oc2ccc(NC(=O)CCC(F)(F)F)cc2C1=O	5	-4	38	nt	-38	0.5	-3	-1	9	2
O=C(Nn1cnnc1)c1ccc(Cl)c(Cl)c1	8	-14	-14	-2	14	0.2	0	nt	3	nt
COc1cc(NC(=O)c2ccco2)ccc1NC(=O)c1ccccc1Cl	2	0	64	-5	-64	-0.7	7	-2	5	15
O=C(NCc1ccco1)c1cc(-c2ccc(F)cc2)on1	nt	2	4	-6	-4	-2.0	-7	-2	-3	72
CC(C)OC(=O)/C(=C/c1cccnc1)NC(=O)c1ccccc1	5	18	-9	-4	9	-1.1	-9	nt	16	-5
CCS(=O)(=O)n1nc(-c2ccccc2)nc1SCc1ccccc1	7	-7	9	-2	-9	-3.1	-7	-3	10	62
Cc1cc(N2CCOCC2)c2c(N)cc(C)c(C)c2n1	7	-11	2	3	-2	-0.1	4	-6	-3	15
Brc1ccc(C2=CC(c3cccs3)n3ncnc3N2)cc1 (stereo unspecified)	7	-12	38	nt	-38	-7.1	-34	-1	-47	-31
Cc1ccc(C)c2nc(SCC(=O)Nc3ccc4c(c3)OCO4)c(C#N)cc12	-17	-15	nt	-3	nt	11	-1	-4	-1	7
COc1ccc(NC(=O)COC(=O)c2ccc(S(=O)(=O)N3CCCC3)cc2)cc1OC	-9	-14	10	0	-10	0.9	2	-5	-8	17
Cn1c(COc2ccccc2)nnc1SCCC(=O)Nc1ccccc1	5	7	-11	0	11	-0.6	-13	-1	-3	-6
CC(NC(=O)Cc1cccs1)c1ccncc1 (stereo unspecified)	nt	-10	-18	4	18	-1.6	-5	-3	2	3
NS(=O)(=O)c1ccc(CNC(=O)CCC2CCCCC2)cc1	-42	-11	-7	1	7	0.5	0	-4	-6	-5
O=C(CSc1ncnc2nc[nH]c12)Nc1ccccc1C(F)(F)F	11	-8	-32	-1	32	-3.1	0	-5	-3	-9
CC(C)(C)C1CCc2c(sc(NC(=O)C3CCCO3)c2C(N)=O)C1 (stereo unspecified)	-64	-11	78*	2	-78	0.5	-4	10	4	51
CC(OC(=O)/C(C#N)=C/c1ccco1)C(=O)N(C)c1ccccc1 (stereo unspecified)	-7	-13	5	-2	-5	-0.8	-6	-6	-5	7
Cc1cc(CN(C)C(=O)CC2C(=O)NCCN2Cc2c(F)cccc2Cl)on1 (stereo unspecified)	11	-10	1	-3	-1	0.4	-14	-4	-6	3
Cc1ccc2[nH]c(C)cc(=S)c2c1	-5	1	-39	0	39	-1.2	-3	5	10	10
O=C(C1CCC1)N1CCc2cc(S(=O)(=O)NCCN3CCN(c4ccccc4F)CC3)ccc21	-98	-8	14	-15	-14	0.6	-1	nt	24	nt

Later entries:
SMILES	PfHsp90 yeast 2	PvdQ inh	SR-BI HDL uptake	NSD2 HMT inh	SR-BI DiI-HDL act	CAL PDZ FP-1	dFosB activator	CAL PDZ FP-2	Rtt109 Vps75	MITF act
Nc1nnc(-c2ccccc2)s1	-1	0	3	-1	-3	-2.4	1	-4	5	-2
Fc1cccc(CCN2CCNC[C@H]2Cc2cccc3ccccc23)c1	-18	-12	-4	nt	4	-5.0	-19	-2	-17	6
COc1cccc(N2CC(C(=O)NNC(=O)c3ccc(Cl)cc3)CC2=O)c1 (stereo unspecified)	9	-4	-1	1	1	-1.0	2	-1	-4	-2
Cc1ccc(C)c(NC(=O)COC(=O)COc2cccc3c2OC(C)(C)C3)c1	17	11	-25	-6	25	-0.7	-7	-1	12	-8

2 entries from above in another layout:
SMILES | PfHsp90 yeast 2 | PvdQ inh | SR-BI HDL uptake | NSD2 HMT inh | SR-BI DiI-HDL act | CAL PDZ FP-1 | dFosB activator | CAL PDZ FP-2 | Rtt109 Vps75 | MITF act
COc1cccc(N2CC(C(=O)NNC(=O)c3ccc(Cl)cc3)CC2=O)c1 (stereo unspecified) | 9 | -4 | -1 | 1 | 1 | -1.0 | 2 | -1 | -4 | -2
Cc1ccc(C)c(NC(=O)COC(=O)COc2cccc3c2OC(C)(C)C3)c1 | 17 | 11 | -25 | -6 | 25 | -0.7 | -7 | -1 | 12 | -8
